Ins promoter up: MIN6 insulin promoter up-regulation | MIN6 insulin promoter-GFP reporter, high-content imaging; active compounds read high | z-score at 5 µM | 190,000 tested, 0.3% active | AID 1625;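 active = z-score above 3 at 5 µM with at least 500 cells counted in the well; inconclusive = wells under 500 cells, flagged as cytotoxic or low count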
WT yeast gro inh: growth inhibition of WT yeast, mitochondrial fusion screen. mitochondrial fusion phenotypic screen, WT strain. inhibition, % at 10 µM. 190,000 tested, 2.1% active. AID 1362; in the data active = inhibition above about 58%; tested in S. cerevisiae
Yfh1-depleted yeast: enhancers of respiration in Yfh1-depleted yeast, dose response, Friedreich's ataxia, plus single-dose screen (AID 1465). S. cerevisiae Yfh1-off respiration, WST-1 reduction, 72 h; higher fold induction means a stronger effect. fold induction at 50 µM, or EC50 in µM where a hit was titrated. 220,000 tested, 0.074% active;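 active = fold induction of absorbance versus untreated yeast above a set limit, then at least 30% activation at any dose in follow-up; inconclusive = repeats straddling the limit, or above it without dose testing; inactive = fold induction below the set limit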;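 also: activators that raise dye reduction in frataxin-depleted yeast; strong numbers were not always called active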
Dynein transport: blocks dynein driven cargo transport along microtubules; 3617.4 mouse cells, GR-EGFP nuclear translocation imaging; test concentration mostly 20 µM; stimulated with dexamethasone, 1 µM; active compounds read low; z-score, hits read low; 220,000 tested, 0.47% active;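 active = plate z-score of nuclear minus cytoplasmic receptor signal below a set negative limit, without overly bright fluorescence or cell loss, cut at about -3.5 in these data, passing the limit was not always enough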;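 also: z-score of nuclear minus cytoplasmic ring GR-EGFP intensity difference per well; some compounds called inactive have numbers as strong as hits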
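Buffer or medium: tet-free medium with charcoal-stripped serum / Also added: dexamethasone agonist, 1.0 µM final, for 30 min / Timing: induction 48 h, compound 1 h, agonist 30 min / Measured by: high-content fluorescence imaging after fixation / Read-out: nuclear-to-cytoplasmic GR-EGFP distribution per well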
MT stabilizer: microtubule stabilizers in HeLa cells; % tubulin-high responders, % at 10 µM; AID 2205; 200,000 tested, 0.83% active; HeLa tubulin immunostaining HCS, 24 h; share of cells brighter than vehicle mean+2SD;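 active = plate Z-score above 3 for both tubulin-high and condensed-nucleus cell shares, with cell loss under 80%, at 10 µM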;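 also: anti alpha tubulin signal scored within the nucleus-defined area of each cell; some results filed as inactive read as strong as hits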
NOD2 inhibition: NOD2 signaling inhibitors, cell-based, luminescence, uHTS, HEK293 (AID 1566); HEK293 NOD2/NF-kB luciferase reporter, luminescence; higher % means a stronger effect; 290,000 tested, 0.63% active; inhibition, % at 4 µM, or EC50 in µM where a hit was titrated; in the data active = inhibition above about 50%; also: many of its hits are not listed in these tables
Autophagy HCS: alters autophagy in cells; calls only at 10 µM (by protocol); 190,000 tested, 0.98% active; AID 463193; MEF GFP-LC3 puncta imaging; test concentration mostly 10 µM;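 active = percentage of spot-positive cells more than 3 SD above its plate mean, without a fluorescence outlier flag or 80% toxicity; inconclusive = no clear call, values can overlap the other calls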;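 also: spot-positive cell cutoff set from DMSO-treated cells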
bCat nuc transl: modulators of beta-catenin nuclear translocation; 190,000 tested, 0.3% active; nuclear translocation activity, % at 5 µM; HeLa beta-catenin nuclear translocation, immunofluorescence imaging; AID 1665;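 active = nuclear translocation activity above 50% at 5 µM, with a well cell count of 50 or more; inconclusive = wells under 50 cells across six images, flagged as toxic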;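 also: per-cell ratio of nuclear to cytoplasmic median beta-catenin stain intensity; plate controls were DMSO negative control for no effect and GSK-3 inhibitor IX positive control for full effect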
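Test system: human HeLa cells, native beta-catenin. Compound dosing: 5 µM primary single dose, 0.1% DMSO, 0.02–20 µM confirmation series. Incubation: compound exposure 24 h at 37°C. Detection: beta-catenin immunostaining with DAPI counterstain, 20x imaging, 6 fields/well. Read-out basis: Nuclear/cytoplasmic beta-catenin signal ratio, % activation.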
Lipid droplet: hepatic lipid droplet formation modulation; 240,000 tested, 0.4% active; AML12 mouse hepatocytes, oleate lipid droplets, BODIPY imaging; inhibition, % at 6.5 µM;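 active = lipid droplet intensity inhibited by at least 50%, with more than 500 cells counted; inconclusive = wells with under 300 cells, treated as cytotoxic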
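Material – mouse AML12 hepatocyte cell line, fixed after treatment · Compound dosing – one dose, 6.5 µM compound · Times – compound with oleate, overnight · Measured by – Image-based BODIPY and DAPI two-channel analysis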
WT yeast gro inh mutant strain: further read-out of WT yeast gro inh, marked with its call; inhibition, %; mitochondrial fusion phenotypic screen, mutant strain inhibition
Dynein transport cytoplasmic EGFP: second read-out of Dynein transport, no call of its own (marks repeat the call); z-score; measured here: cytoplasmic GR-EGFP intensity; active compounds read high
Dynein transport nuclear GR-EGFP: recorded beside Dynein transport, whose call it bears; z-score; measured here: nuclear GR-EGFP intensity;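 lower value marks the stronger effect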
Dynein transport cell count: second read-out of Dynein transport, no call of its own (marks repeat the call); z-score; measured here: cell count per field
Ins promoter up cell count: further read-out of Ins promoter up, marked with its call; cell count; measured here: cytotoxicity, nuclei count;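 total cells summed across four imaged fields per well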
Lipid droplet cells 6.5 µM: further read-out of Lipid droplet, marked with its call; cell count; measured here: cell count, cytotoxicity flag;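 cells counted across two imaged fields per well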
bCat nuc transl cell count 5 µM: recorded beside bCat nuc transl, whose call it bears; cell count; measured here: cell count, cytotoxicity flag
MT stabilizer Hoechst-high %: recorded beside MT stabilizer, whose call it bears; % Hoechst-high responders; measured here: nuclear condensation Hoechst responders;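 share of cells brighter than vehicle mean plus two SD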
MT stabilizer cytotoxicity %: also measured in MT stabilizer; calls as there; toxicity, %; measured here: cytotoxicity by cell density;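 0% = mean cell density of plate MIN control wells and 100% = no cells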
Autophagy HCS cell loss 18 h: also measured in Autophagy HCS; calls as there; toxicity, %; measured here: cell loss, nuclei count;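 cell loss after 18 h compound exposure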
Numbers without * were called inactive; i = inactive; ? = inconclusive; · = not tested or not shown; + = active, no number. The list is partial (hit frequency here may not be typical).

SMILES	Ins promoter up	Ins promoter up cell count	WT yeast gro inh	WT yeast gro inh mutant strain	Yfh1-depleted yeast	Dynein transport	Dynein transport cytoplasmic EGFP	Dynein transport nuclear GR-EGFP	Dynein transport cell count	MT stabilizer	MT stabilizer Hoechst-high %	MT stabilizer cytotoxicity %	NOD2 inhibition	Autophagy HCS	Autophagy HCS cell loss 18 h	bCat nuc transl	bCat nuc transl cell count 5 µM	Lipid droplet	Lipid droplet cells 6.5 µM
COC(=O)Cc1[nH]nc2c1C(c1c[nH]c3ccccc13)C(C#N)=C(N)O2 (stereo not drawn)	·	·	11	23	?	0.073	-0.2	-0.16	0.4	1.6	0.7	3.3	2%	i	10	-7.5	936	·	·
Cc1ccc2nc(N/N=C/c3ccccc3F)nc(-c3ccccc3)c2c1	-0.34	1370	64*	-0.9*	i	0.26	-0.24	-0.031	-0.98	5.0	2.5	4.3	7%	i	-1	-1.4	1155	0	702
COc1ccccc1OCC(O)Cn1c(=N)n(Cc2ccccc2)c2ccccc21 (stereo not drawn)	?	·	2	6	i	0.18	-0.18	-0.063	-0.67	2.9	1.7	2.5	-4%	+	36*	·	·	-17	620
CCC(=O)NC1=C(Cl)C(=O)C(NC(=O)CC)=C(Cl)C1=O	-0.28	1502	·	·	i	-5.1	1.7	-2.2	-4.1	·	·	·	-25%	·	·	-0.2	1115	-2	700
Cc1ccc(-n2cc(CN(C)Cc3nccn3C)c(-c3ccc(F)cc3)n2)cc1	-0.49	1232	76*	73*	i	0.12	-0.22	-0.0012	-0.4	1.1	0.5	2.4	0%	i	0	-1.0	1057	-23	710
CC(C)Cc1nc(S(=O)(=O)c2ccc(Cl)cc2)c(N2CCOCC2)o1	-0.04	1327	6	12	i	0.32	-0.22	0.029	0.025	4.5	2.7	3.5	-11%	i	28	·	·	-16	694
O=C(O)c1cccc(NS(=O)(=O)c2ccc3c(c2)OCCCO3)c1	-0.02	1265	-12	5	i	-0.23	-0.29	0.18	0.03	2.1	1.3	4.8	14%	i	-9	0.2	1077	6	707
CCn1c(C)nc2cc(C(=O)NNC(=S)Nc3ccc(OC)cc3)ccc21	0.32	1339	10	-9	i	1.6	-0.14	0.39	-1.3	1.8	2.3	5.0	7%	i	-5	-1.6	1101	2	688
O=C1OC(OC2CCCCC2)(c2ccccc2)c2ccccc21 (stereo not drawn)	0.71	1648	16	-7	i	-0.28	0.38	0.4	1.2	2.9	2.4	4.5	9%	i	-25	-0.1	1379	·	·
CCCCC(=O)N/N=C/c1ccc(N2CCOCC2)c([N+](=O)[O-])c1	-0.49	1304	-5	17	i	1.2	-0.22	0.57	-1.5	2.7	2.9	11	2%	i	6	·	·	21	694
O=C(Nc1ccc(Br)c(C(F)(F)F)c1)c1ccc(C(F)(F)F)cc1	-0.56	992	·	·	i	0.17	-0.22	0.5	-0.59	·	·	·	24%	·	·	0.2	1320	-3	691
O=C(O)CCCC(=O)Nc1ccc(Cl)c(Cl)c1	0.94	1226	6	0	i	1.9	-0.15	1.1	-1.1	6.0	1.2	5.5	6%	i	-2	3.7	887	·	·
O=C(CN(Cc1ccco1)C(=O)c1nsc(Cl)c1Cl)NC1CCCCC1	-0.41	1457	1	-2	i	-0.46	-0.35	-0.51	1.1	2.7	1.5	7.8	9%	i	-13	-0.5	1479	-1	712
Cc1ccc(NC(=S)Nc2ccc(C(C)C)cc2)cc1S(=O)(=O)N1CCCCCC1	0.3	1090	66*	-14*	i	-0.52	-0.19	-0.61	0.47	2.8	1.1	3.4	4%	i	2	-3.9	468	-37	673
CCN(CC)CCOC(=O)c1ccc(NC(=O)C2(c3ccccc3)CCCC2)cc1	-0.89	1670	-2	-1	i	-0.27	-0.24	0.26	1.1	3.4	1.5	6.2	-6%	i	-2	-0.9	1405	·	·
CC(C)(C)C(=O)NC1=NN(c2c(Cl)cc(Cl)cc2Cl)C(=O)C1	1.6	1608	8	2	i	1.1	-0.12	1	-1.5	2.4	3.2	10.0	19%	i	7	1.4	904	0	705
CCn1ncc2c1C(=O)NC1c3ccccc3C(=O)N21 (stereo not drawn)	-0.46	1227	8	23	i	1.4	-0.22	0.76	-0.15	2.0	3.2	12	4%	i	42	0.1	1031	·	·
COc1ccccc1N1CCN(S(=O)(=O)CC23CCC(CC2=O)C3(C)C)CC1 (stereo not drawn)	-0.07	1283	6	-9	i	-0.52	-0.2	-0.055	-0.39	2.1	1.4	5.1	-7%	i	-7	·	·	-7	753
O=[N+]([O-])c1c(C(Cl)Cl)nn(-c2ccc(Cl)cc2)c1N1CCCCC1	·	·	75*	44*	i	0.5	0.084	1.6	-1.3	2.3	1.2	1.9	10%	i	5	3.4	866	23	588
CC(=O)c1cccc(S(=O)(=O)N(Cc2cc3cc4c(cc3[nH]c2=O)OCCO4)CC2CCCO2)c1 (stereo not drawn)	0.66	1077	4	3	i	1.5	-0.27	1.6	-1.4	1.6	3.1	16	4%	i	-25	-1.0	1164	·	·
CCOC(=O)CC(NC(=O)CCc1c(C)nc2nc(C)nn2c1C)c1ccc(OC(C)C)cc1 (stereo not drawn)	·	·	-8	3	i	1.1	-0.23	0.49	-0.2	2.6	1.8	2.9	9%	i	9	3.2	506	17	770
CCN1CCCc2cc(CN(CCN3CCOCC3)C(=S)Nc3ccc(OC)c(OC)c3)ccc21	-0.75	1243	11	9	i	0.53	-0.29	0.1	0.26	1.5	2.0	4.0	13%	i	4	-1.8	1080	-15	765
O=C(NCCc1ccc(F)cc1)c1n[nH]c2ccccc12	-0.14	1600	-8	-7	i	0.68	-0.3	0.22	-0.45	3.1	1.5	12	-50%	i	-3	-3.9	1122	-16	654
N/C(Cc1ccc([N+](=O)[O-])cc1)=N\OC(=O)c1ccc2ccccc2c1	0.3	898	81*	75*	i	1.1	-0.26	0.59	0.23	3.3	2.6	6.4	-11%	i	8	-0.7	1027	-8	755
Cc1ccccc1-c1cnn(-c2cccc([N+](=O)[O-])c2)c1N	0.26	1245	8	25	i	1.3	-0.22	0.99	-2.5	3.2	1.8	4.4	-43%	i	0	2.6	1044	0	626
CCOC(=O)c1cc(CC)sc1NC(=O)CCC(=O)O	-0.3	966	4	8	i	2	0.056	1.4	-0.75	5.0	0.0	98	-5%	i	7	·	·	10	787
CCOC(=O)CNc1cccc(C(F)(F)F)c1	0.39	1195	1	6	i	-0.024	-0.33	-0.039	0.56	1.2	1.4	5.0	2%	i	23	1.0	1051	3	660
Cc1ccc(C(C(=O)NC(C)(C)C)N(Cc2ccccc2)C(=O)c2snc(C(N)=O)c2N)o1 (stereo not drawn)	0.84	1349	11	-15	i	-0.076	-0.2	-0.16	0.78	0.8	1.9	7.2	-20%	i	-1	-3.7	1004	9	638
CCc1cc2cc(C)ccc2nc1SCC(=O)Nc1cc(C)on1	·	·	-13	-8	i	-3.5	1.4	-1.2	-3.5	3.7	1.7	4.0	8%	i	4	-1.0	560	2	720
Nc1ccc2nc(C3CCCCC3)[nH]c2c1	0.83	1588	-18	-8	i	-0.17	-0.23	0.14	0.43	2.3	1.9	6.0	-18%	i	-4	-3.1	902	-1	703
NC(=O)C1CCN(CC(=O)N2N=CCC2c2ccccc2)CC1 (stereo not drawn)	·	·	6	2	i	1.1	-0.33	0.51	-0.19	1.6	1.4	5.8	17%	i	3	-0.6	1031	-20	712
C/C=C(/C)C(=O)Nc1cccc(C2=NOC3(C2)C[C@@H](C(N)=O)N(C(=O)C2(C)CC2)C3)c1 (stereo partly drawn)	-0.13	1054	·	·	i	-0.15	-0.69	-0.081	-0.37	·	·	·	19%	·	·	-0.2	1196	-3	729
COc1ccc(Cl)cc1NC(=O)COC(=O)CNC(=O)c1ccc([N+](=O)[O-])c(C)c1	0.14	1283	-5	9	i	-0.36	-0.22	0.1	0.94	2.5	2.2	4.5	-2%	i	12	-0.7	960	4	654
COCCCNC(=O)CCc1c(C)nc2c(-c3ccc(F)cc3)c(C)nn2c1C	0.52	1158	·	·	i	0.19	-0.26	0.68	0.29	·	·	·	0%	·	·	-0.7	1375	6	755
C=Cn1c(N2CCOCC2)nc2c1c(=O)[nH]c(=O)n2C	-0.33	1269	-8	-6	i	3	-0.093	0.28	-1	11	2.1	12	3%	i	-3	·	·	18	693

Three structures from above, sorted by heavy-atom count, low to high.
SMILES	Ins promoter up	Ins promoter up cell count	WT yeast gro inh	WT yeast gro inh mutant strain	Yfh1-depleted yeast	Dynein transport	Dynein transport cytoplasmic EGFP	Dynein transport nuclear GR-EGFP	Dynein transport cell count	MT stabilizer	MT stabilizer Hoechst-high %	MT stabilizer cytotoxicity %	NOD2 inhibition	Autophagy HCS	Autophagy HCS cell loss 18 h	bCat nuc transl	bCat nuc transl cell count 5 µM	Lipid droplet	Lipid droplet cells 6.5 µM
CCOC(=O)c1cc(CC)sc1NC(=O)CCC(=O)O	-0.3	966	4	8	i	2	0.056	1.4	-0.75	5.0	0.0	98	-5%	i	7	·	·	10	787
O=C1OC(OC2CCCCC2)(c2ccccc2)c2ccccc21 (stereo not drawn)	0.71	1648	16	-7	i	-0.28	0.38	0.4	1.2	2.9	2.4	4.5	9%	i	-25	-0.1	1379	·	·
COc1ccccc1N1CCN(S(=O)(=O)CC23CCC(CC2=O)C3(C)C)CC1 (stereo not drawn)	-0.07	1283	6	-9	i	-0.52	-0.2	-0.055	-0.39	2.1	1.4	5.1	-7%	i	-7	·	·	-7	753

Source: PubChem BioAssay
